# CBFb RUNX1 block: CBF-beta/RUNX1 interaction disruption | Q01196+Q13951 | AlphaScreen CBFb-His/RUNX1-biotin binding, biochemical | Potency, µM (series often up to 59.8 µM), for inactives: top-dose activity, negative = inhibition, hits mostly inhibitors | 230,000 tested, under 10 active | AID 1477; note: % of control where 0% means no effect
# Target sequence (Q01196 whole entry, looked up): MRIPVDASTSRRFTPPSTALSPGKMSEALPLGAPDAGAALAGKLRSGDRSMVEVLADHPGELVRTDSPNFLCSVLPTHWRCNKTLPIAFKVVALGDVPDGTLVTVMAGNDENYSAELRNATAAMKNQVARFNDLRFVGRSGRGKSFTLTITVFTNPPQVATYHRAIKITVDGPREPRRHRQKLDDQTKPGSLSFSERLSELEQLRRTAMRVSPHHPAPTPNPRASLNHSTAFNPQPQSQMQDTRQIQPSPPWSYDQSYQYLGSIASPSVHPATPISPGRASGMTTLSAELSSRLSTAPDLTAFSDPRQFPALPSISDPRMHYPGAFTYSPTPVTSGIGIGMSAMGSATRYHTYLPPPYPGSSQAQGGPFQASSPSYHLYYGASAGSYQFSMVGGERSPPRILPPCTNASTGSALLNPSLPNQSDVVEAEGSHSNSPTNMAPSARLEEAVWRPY
# Target sequence (Q13951 whole entry, looked up): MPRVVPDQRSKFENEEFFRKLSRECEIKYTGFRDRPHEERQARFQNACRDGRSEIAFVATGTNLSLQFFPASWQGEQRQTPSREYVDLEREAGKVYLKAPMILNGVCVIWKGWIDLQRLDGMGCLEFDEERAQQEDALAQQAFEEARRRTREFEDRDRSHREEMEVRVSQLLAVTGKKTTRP
#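 AlphaScreen binding: CBFb-His and RUNX1-biotin (30 nM each) preincubated 20 min, compound added for 15 min, then nickel and streptavidin beads for 90 min, all at room temperature. Disruption of the interaction by any mechanism counts as activity.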
# L3MBTL1 block: L3MBTL1 (human) inhibition; Q9Y468; AlphaScreen L3MBTL1–H3K9me1 peptide binding; Potency, µM (top dose mostly 57.1 µM), for the others: at the highest dose activity, negative = inhibition, usual class: inhibitors; 230,000 compounds, 0.66% hits; AID 485360; note: potency is the fitted concentration of half-maximal effect; % is set by controls: 0 for no effect and ±100 for the full control effect; nearly all actives have a fitted effect of over 60% in size
#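 First, the protein-peptide complex forms for 30 min at room temperature (L3MBTL1 50 nM, biotinylated H3K9me1 peptide 75 nM). Next, compounds are pin-transferred and incubated 30 min. Finally, AlphaScreen beads are added and read after 30 min.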
# NPSR antagonist: blocks cAMP signaling of the human neuropeptide S receptor; Q6W5P4; CHO-NPSR cells, cAMP TR-FRET, antagonist mode; Potency, µM (doses to about 38.3 µM), for inactives: at the highest dose activity change, negative = inhibition, hits mostly inhibitors; 220,000 compounds, 1% hits; note: potency is the fitted concentration of half-maximal effect; % is set by controls: 0 for no effect and ±100 for the full control effect; nearly all actives have a fitted effect of over 50% in size; many of its hits are not listed in these tables
# Target sequence (Q6W5P4 whole entry, looked up): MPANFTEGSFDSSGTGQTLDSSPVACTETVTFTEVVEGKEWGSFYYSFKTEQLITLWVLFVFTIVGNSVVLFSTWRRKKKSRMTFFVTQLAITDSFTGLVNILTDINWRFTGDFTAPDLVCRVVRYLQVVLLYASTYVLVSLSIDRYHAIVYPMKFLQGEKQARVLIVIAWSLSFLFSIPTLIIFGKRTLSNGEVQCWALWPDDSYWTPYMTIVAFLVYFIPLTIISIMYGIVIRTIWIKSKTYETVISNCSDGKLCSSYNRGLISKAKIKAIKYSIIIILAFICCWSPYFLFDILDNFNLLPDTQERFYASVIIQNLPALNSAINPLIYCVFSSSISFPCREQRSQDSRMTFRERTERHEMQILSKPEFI
# Epigenetic reg: derepresses silenced GFP reporter in murine cells. murine LDR cells, GFP reporter derepression, 30 h. Potency, µM (doses to about 53.9 µM), without a hit: at the top dose GFP activation, actives largely listed as activators. 280,000 compounds, 0.2% hits. AID 1865; note: potency is the fitted concentration of half-maximal effect; % of control where 0% means no effect; nearly all actives have a fitted effect of over 60% in size
#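 Derepression of a silenced CMV-GFP reporter in murine LDR cells is scored by enumerating GFP-positive cells with a laser-scanning microplate cytometer after 30 hours of treatment at 37 C.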
# Luc counter: counter-screen: inhibitors of Kinase-Glo firefly luciferase. 200,000 compounds, 0.28% hits. Q27757. Potency, µM (top dose mostly 38.3 µM), without a hit: at the highest dose activity change, negative = inhibition, actives largely listed as inhibitors. Kinase-Glo luciferase, ATP luminescence, 8 min; note: potency is the fitted concentration of half-maximal effect; % is set by controls: 0 for no effect and ±100 for the full control effect; nearly all actives have a fitted effect of over 60% in size
#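 Light output from Kinase-Glo luciferase with luciferin and 10 uM ATP in 50 mM imidazole pH 7.2, KCl, MgCl2, Tween 20, BSA; compound pin-delivered, 8-min ambient incubation, then luminescence read.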
# HttQ103 aggreg: inhibitors of mutant huntingtin aggregate formation in PC12 cells; PC12 HttQ103-GFP aggregates, Acumen cytometry, 40 h; Potency, µM (highest dose often 46.1 µM), for inactives: at the highest dose activity change, negative = inhibition, hits mostly inhibitors; 220,000 compounds, 1.1% hits; AID 1688; note: potency is the fitted concentration of half-maximal effect; % is set by controls: 0 for no effect and ±100 for the full control effect; nearly all actives have a fitted effect of over 60% in size
#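 Read-out: GFP aggregate count by laser scanning cytometer (488 nm excitation, 500-530 nm emission, 1–25 µm objects >6 SD above background). Cells: PC12, inducible HTTex1-Q103-GFP, 100 nM tebufenozide; compounds titrated.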
# IMPase Li cell: cell-permeable IMPase inhibitors with lithium potentiation | Potency, µM (series often up to 59.4 µM), for inactives: top-dose activity, negative = IMPase inhibition, most hits filed as inhibitors | AID 1457 | CHO-M1 cells, IP1 TR-FRET (IP-One), carbachol + lithium | 210,000 compounds, 0.35% hits;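 note: IP1 builds up when IMPase is blocked and the TR-FRET signal falls; potency is the fitted concentration of half-maximal effect; plate controls were basal vehicle for no effect and high inhibitor control for full effect; nearly all actives have a fitted effect of over 50% in size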
#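 CHO cells stably expressing M1 receptor (2000/well) were cultured 16–30 h, then exposed to compounds with a small lithium addition for 30 min at 37C. IP1 was measured by TR-FRET competition; AC50 from Hill fits.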
# Numbers without * were called inactive; ? = inconclusive; . = not tested or not shown; [ ] = another dose, or the depositor's remark. Calls come from the whole dose curve; as a rule, active = well fitted curve in the direction sought with a large enough effect; inconclusive = small, poorly fitted or top-dose-only effect, or another doubt; inactive = no such curve, though single readings can be large; an effect the other way counts as inactive or inconclusive. An excerpt, so the mix of outcomes need not match the whole.
SMILES,CBFb RUNX1 block,L3MBTL1 block,NPSR antagonist,Epigenetic reg,Luc counter,HttQ103 aggreg,IMPase Li cell
O=C1CC(c2ccco2)CC(O)=C1C=Nc1cc(Cl)ccc1Cl (stereo unspecified),.,35µM*,-8%,-1.3%,-1%,?,-2%
COc1ccccc1-c1nnc(NC(=O)CSc2nncn2C)s1,2%,5%,-19%,-2.7%,-2%,-1%,0%
Cc1cc(C(=O)NCCCn2ccnc2)sc1-c1ccccc1,-13%,-19%,-6%[46.1 µM],-4.8%,-1%,?,8%[38.3 µM]
Cc1cc2c(C)nc(-c3ccccc3)nc2o1,13%,21%[11.4 µM],-4%[46.1 µM],-1.0%,0%,?,27%[38.3 µM]
CCOC(=O)c1cn2nc(N3CCCC3)ccc2n1,2%,7%,7%,4.3%,.,-5%[9.22 µM],.
COCCCNCCCOc1ccc(Cl)cc1C(C)(C)C,2%,3%,-3%,1.2%,-2%,7.9µM*,-2%
Cc1cc(C)c(OCC(=O)Nc2ccc3c(c2)OCO3)cc1C,13%,15%,-6%[46.1 µM],0.9%,5%,5%,10µM*
COc1ccc(Cl)cc1C(=O)Nc1ccccc1N1CCN(C)CC1,-1%,?,-7%[46.1 µM],-0.2%,-4%,-8%,20%[38.3 µM]
O=C(Cn1nc(-c2cccc(Cl)c2)ccc1=O)Nc1ccc(C(=O)NC2CC2)cc1,-2%,5%,37%,-0.6%,-7%,-10%[9.22 µM],2%
O=C(Nc1nnc(C2=COCCO2)o1)C1CCCCC1,3%,.,30%,4.7%,-3%,?,-3%
O=c1c(Cc2ccc(F)cc2)c(O)ccn1CC1CCCO1 (stereo unspecified),2%,2%,10%,-3.4%,0%,1%,3%
N=C1C(c2nc(-c3ccc(Cl)cc3)cs2)=C(O)CN1CCCN1CCOCC1,-23%,.,?,0.0%,-2%,7%,17%[38.3 µM]
CCOC(=O)CSc1nc2c(sc(=S)n2Cc2ccco2)c(=O)n1-c1ccccc1,-16%,-4%,?,-0.9%,5%,21%,-6%[38.3 µM]
Cc1ccc(NC(=O)NC(=O)CN2C(=O)NC3(CCCCCCC3)C2=O)c(C)c1,7%,2%,-17%[46.1 µM],-0.4%,-2%,-27%,-6%[38.3 µM]
Cc1c(C(=O)N2CCOCC2)sc2ncnc(N3CCc4ccccc4C3)c12,3%,-1%,-8%[46.1 µM],-1.1%,-3%,25%,-1%[38.3 µM]
Cc1ccc(-c2cc(C(F)(F)F)nc(SCC(=O)c3cccc([N+](=O)[O-])c3)n2)cc1,5%,-4%,-19%[46.1 µM],-2.3%,2%,15%,0%[38.3 µM]
Cc1sc2ncnc(N/N=C/c3ccccc3O)c2c1C,.,?,-8%,-1.0%,-2%,2.5µM*,-8%
COc1cc(-c2nnc(-c3ccncc3)o2)ccc1OCc1ccccc1,5%,2%,-19%[46.1 µM],-2.5%,.,7%,.
O=S(=O)(/N=C(\Sc1ccc(Cl)cc1)c1ccccc1)c1ccccc1,7%,4%,-18%[46.1 µM],1.4%,-8%,33%,8%[38.3 µM]
Cc1ncoc1C(=O)Nc1cccc(Cl)c1C,9%,2%,0%[46.1 µM],3.2%,-1%,-18%,23%[38.3 µM]
COc1ccc(Oc2nc(-c3ccncc3)nc3ccccc23)cc1,8%,4%,58%,0.0%,.,5%[9.22 µM],.
COc1ccc(/C=N/NC(=O)CN2CCCCCCC2)c(C)c1C,10%,.,-4%,0.0%,.,-25%[9.22 µM],.
COC(=O)c1ccc2c(=O)[nH]c(CSc3nnc(C(F)(F)F)n3C)nc2c1,-7%,2%,8%,-1.3%,-3%,11%,-2%
Cc1ccc(N=C2C(=S)N(c3ccc(C)cc3)C(=N)N2/N=C/c2ccc(Cl)cc2)cc1,-4%,-23%,-17%[46.1 µM],0.0%,-10%,-17%,4%
CCc1nnc(NC(=O)c2ccc(Cl)c(S(=O)(=O)N3CCc4ccccc4C3)c2)s1,1%,-2%,-32%,1.9%,-2%,3%,6%

# L3MBTL1 block, what is marked active above
Structure	CBFb RUNX1 block	L3MBTL1 block	NPSR antagonist	Epigenetic reg	HttQ103 aggreg	IMPase Li cell
O=C1CC(c2ccco2)CC(O)=C1C=Nc1cc(Cl)ccc1Cl (stereo unspecified)	.	35µM*	-8%	-1.3%	?	-2%

# (next part)
SMILES,CBFb RUNX1 block,L3MBTL1 block,NPSR antagonist,Epigenetic reg,Luc counter,HttQ103 aggreg,IMPase Li cell
O=C(Nc1cccc(Cl)c1)c1ccc(F)c(S(=O)(=O)NCc2cccs2)c1,-7%,5%,-4%[46.1 µM],0.0%,1%,?,4%
CC(C)(C)c1ccccc1OCCOCCN1CCCCCC1,-3%,2%[11.4 µM],-23%,-0.1%,2%,-6%,13%
O=C(CN1C(=O)S/C(=C/C=C/c2ccccc2)C1=O)Nc1ccc(C(=O)O)cc1,-4%,.,-2%,-0.2%,-1%,15%,-3%
C=CCN1C(=O)c2cccc3c(Br)ccc(c23)C1=O,0%,.,-32%,1.2%,0%,-25%,?
COc1ccc(-n2cnc3cc(NCc4ccco4)ccc32)cc1,-23%,.,-10%[46.1 µM],-2.9%,-3%,-1%,12%[38.3 µM]
COCCN(Cc1cc2cc3c(cc2nc1Cl)OCO3)C(C)=O,2%,-20%,-11%,-1.1%,-13%,-5%[9.22 µM],0%
O=C(NCc1ccc(F)cc1)C(C(=O)NCc1ccc(F)cc1)c1ncc(C(F)(F)F)cc1Cl,-2%,1%[11.4 µM],-3%,3.6%,1%,24%,-2%
O=C(COC(=O)c1cccc(NC(=O)c2ccco2)c1)c1ccc(Br)cc1,2%,9%,-23%[46.1 µM],-0.9%,-3%,12%,18%[38.3 µM]
C/C=C(/C)C(=O)O[C@@H]1c2c(ccc3ccc(=O)oc23)O[C@@H]1C(C)(C)OC(C)=O,6%[2.36 µM],3%,-10%,-5.7%,1%,14%,11%
CCS(=O)(=O)n1nc(-c2ccc(C)cc2)nc1N,8%,3%,2%[46.1 µM],-1.1%,2%,-14%,58%[activator][38.3 µM]
Cc1ccnn1CCC(=O)O,17%,.,10%,4.3%,.,-2%[9.22 µM],.
Cc1cccc(Oc2ccc(NC(=O)c3ccccc3C(=O)O)cc2)c1C,-14%,-30%,-12%,-0.1%,-3%,8%,1%
COc1cc(C)nc(Oc2ccc(/C=N/O)cc2)n1,3%,0%,-4%[46.1 µM],-3.5%,-1%,4%,8%[38.3 µM]
CCOC(=O)c1c(-c2ccccc2)nc2ccc(C)cn12,4%,3%,-7%[46.1 µM],6.0%,-5%,11%,-4%[38.3 µM]
Cc1cc2cc(C)c(NCCNC(=O)c3cccs3)nc2cc1C,2%,-15%,-13%,-7.9%,3%,2%[9.22 µM],-13%
CCCC(=O)Nc1nnc(Cc2ccccc2)s1,0%,2%,-11%[46.1 µM],-1.3%,-1%,-3%,0%[38.3 µM]
CCN1CCN(CC(=O)N2N=C(c3ccc(OC)cc3)CC2c2ccc(OC)cc2)C(=O)C1=O (stereo unspecified),2%,-11%,-1%,-2.9%,2%,13%,0%
C=CCc1cc(Cl)ccc1OCCCNCCO,-4%,4%,9%,0.1%,-5%,-10%[9.22 µM],6%
O=S(=O)(Cc1noc(-c2ccc(Cl)cc2)n1)Cc1ccco1,-3%,-15%,2%,3.2%,.,14%[9.22 µM],.
Cc1ccc(-c2nnc(SCC#CCOC(=O)c3cccs3)o2)cc1,23%,.,-18%[46.1 µM],-1.0%,-4%,12%,34%[38.3 µM]
O=C(N/N=C/c1ccncc1)c1cccc(NC(=O)c2ccccc2Cl)c1,7%,12%,-5%,0.0%,-1%,-4%,11%
Cc1cc(/C=C(/C#N)c2cccc(Cl)c2)c(C)n1C,-21%,1%,?,-0.4%,-2%,28%,-31%[38.3 µM]
COc1ccc(/C=C/c2noc(-c3ccccc3O)n2)cc1,3%,-3%,13%,-3.2%,?,1%,0%
Cc1ccc2nc(C(F)C(F)(F)F)[nH]c2c1 (stereo unspecified),2%,-1%,-13%,0.0%,-2%,-14%[9.22 µM],3%
COc1ccc(N(C(=O)COc2ccc(F)cc2)S(=O)(=O)c2ccc(C)cc2)cc1,5%,5%,18%,-0.9%,0%,-4%,2%
SMILES,CBFb RUNX1 block,L3MBTL1 block,NPSR antagonist,Epigenetic reg,Luc counter,HttQ103 aggreg,IMPase Li cell
Nc1c(C(=O)NCc2ccco2)nnn1CC(=O)Nc1ccc2c(c1)OCO2,-3%,-22%,-3%,-0.1%,-1%,-3%,6%
O=C(/C=C/c1ccco1)Nc1cccnc1,-1%,-15%,-9%,1.1%,-28%,.,-1%
O=C(NC1CCCC1)C(c1ccc(F)cc1)N(C(=O)Cc1cccs1)c1ccc2c(c1)OCCO2 (stereo unspecified),3%,7%,-19%[46.1 µM],0.0%,3%,-3%,18%[38.3 µM]
N#C/C(=C(\O)C(F)(F)F)c1nnc2n1CCCCC2,18%,.,0%,0.9%,-1%,10%,-9%
CCOc1ccccc1NC(=O)c1cc(Cl)ccc1NC(=O)c1ccco1,2%,11%,5%[46.1 µM],1.1%,-1%,?,1%[38.3 µM]
O=S(=O)(c1ccc(Cl)s1)N1CCN(Cc2ccccc2)CC1,4%,17%,-2%[46.1 µM],0.0%,-1%,-4%,49%[activator][38.3 µM]
Cc1ccc(CN2CCN(Cc3ccc(-n4cccn4)cc3)CC2CCO)cc1 (stereo unspecified),8%,-6%,1%,-1.0%,-1%,-9%[9.22 µM],17%
O=C(N=Nc1c(O)[nH]c2ccc(Br)cc12)c1cc(-c2cccs2)nc2ccccc12,1%,4%,-19%,2.5%,-2%,?,3%
COc1ccccc1NC(=O)COc1ccc(/C=N/NS(=O)(=O)c2ccc(C)cc2)cc1,-7%,-5%,?,0.0%,-7%,8%,14%[38.3 µM]
COc1cccc2cc3c(=O)oc4ccccc4c3nc12,2%,3%,-21%[46.1 µM],-1.2%,3%,6%,-1%[38.3 µM]
COc1ccc(-n2c(CN3CCC(C(N)=O)CC3)nc3ccc([N+](=O)[O-])cc3c2=O)c(OC)c1,5%,.,-21%,-4.5%,-4%,15%,21%
Cn1c(=O)oc2cc(S(=O)(=O)N3CCC(N4CCCCC4)CC3)ccc21,14%,5%,-29%,-0.1%,.,7%[9.22 µM],-1%

# Record cards, as listed above:
# Entry for O=S(=O)(c1ccc(Cl)s1)N1CCN(Cc2ccccc2)CC1 → CBFb RUNX1 block = 4%; L3MBTL1 block = 17%; NPSR antagonist = -2%[46.1 µM]; Epigenetic reg = 0.0%; Luc counter = -1%; HttQ103 aggreg = -4%; IMPase Li cell = 49%[activator][38.3 µM]
# Entry for Cc1ccc(CN2CCN(Cc3ccc(-n4cccn4)cc3)CC2CCO)cc1 (stereo unspecified) → CBFb RUNX1 block = 8%; L3MBTL1 block = -6%; NPSR antagonist = 1%; Epigenetic reg = -1.0%; Luc counter = -1%; HttQ103 aggreg = -9%[9.22 µM]; IMPase Li cell = 17%

# Screens as filed in PubChem BioAssay.
